Epigenetic derep: regulators of epigenetic silencing causing reporter derepression in mouse cells. hit rate 0.2% among 280,000. Potency, µM (series often up to 53.9 µM), without a hit: at the top dose GFP activation, hits mostly activators. murine LDR cells, GFP reporter derepression, 30 h; note: % of control where 0% means no effect; nearly all actives have a fitted effect of over 60% in size
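GFP-positive cell count by laser-scanning cytometry (objects 20–120 um) after 30 h, 37 C compound exposure of murine LDR cells; reporter is CMV-GFP integrated at a silenced locus, inducible by HDAC or DNMT inhibitors.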
KinaseGlo FLuc: blocks Kinase-Glo luciferase, a counter-screen artifact; Q27757; Kinase-Glo luciferase, ATP luminescence, 8 min; Potency, µM (series often up to 38.3 µM), for the others: at the top dose activity change, negative = inhibition, hits mostly inhibitors; hit rate 0.28% among 200,000; note: % is set by controls: 0 for no effect and ±100 for the full control effect; nearly all actives have a fitted effect of over 60% in size
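Compounds were added to a substrate mix at pH 7.2 (50 mM imidazole, 10 uM ATP, within the enzyme's linear range), followed by Kinase-Glo detection reagent; luminescence was measured after 8 minutes at ambient temperature.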
NPSR antag: blocks cAMP signaling of the human neuropeptide S receptor. Q6W5P4. CHO-NPSR cells, cAMP TR-FRET, antagonist mode. Potency, µM (series often up to 38.3 µM), inactives show top-dose activity change, negative = inhibition, most hits filed as inhibitors. hit rate 1% among 220,000; note: % is set by controls: 0 for no effect and ±100 for the full control effect; nearly all actives have a fitted effect of over 50% in size; many of its hits are not listed in these tables
Target sequence (Q6W5P4 whole entry, looked up): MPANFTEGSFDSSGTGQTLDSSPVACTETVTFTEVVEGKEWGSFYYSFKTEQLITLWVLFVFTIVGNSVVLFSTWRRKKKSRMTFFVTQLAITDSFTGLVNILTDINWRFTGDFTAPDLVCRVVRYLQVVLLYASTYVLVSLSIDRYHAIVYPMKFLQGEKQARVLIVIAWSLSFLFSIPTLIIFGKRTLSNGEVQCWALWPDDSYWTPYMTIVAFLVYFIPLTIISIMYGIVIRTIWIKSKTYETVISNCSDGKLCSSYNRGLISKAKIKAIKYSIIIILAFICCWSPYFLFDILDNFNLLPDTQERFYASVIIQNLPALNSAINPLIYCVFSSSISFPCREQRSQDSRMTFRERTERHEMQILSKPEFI
IMPase Li inh: cell-permeable IMPase inhibitors with lithium potentiation | AID 1457 | hit rate 0.35% among 210,000 | CHO-M1 cells, IP1 TR-FRET (IP-One), carbachol + lithium | Potency, µM (series often up to 59.4 µM), without a hit: at the top dose activity, negative = IMPase inhibition, hits mostly inhibitors;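 note: IP1 builds up when IMPase is blocked and the TR-FRET signal falls; plate controls were basal vehicle for no effect and high inhibitor control for full effect; nearly all actives have a fitted effect of over 50% in size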
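Steps: plate 2000 CHO-M1 cells per well and culture 16–30 h; add compound and lithium; incubate 30 min, 37C; add d2-IP1 tracer and Eu cryptate anti-IP1 antibody in lysis buffer; read after 10 min at room temperature.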
RGS12 GoLoco inh: RGS12 GoLoco-Gai1 interaction inhibition; Gai1:RGS12 GoLoco peptide FP, rhodamine, 10 min; hit rate 0.44% among 230,000; AID 880; Potency, µM (titrated, usually from 61.6 µM), for the others: top-dose activity, negative = inhibition, usual class: inhibitors; P63096; active = well fitted inhibition curve with a large enough effect, not every such curve was filed as active; inactive = no such curve, though single readings can be large or run the other way; note: % is set by controls: 0 for no effect and ±100 for the full control effect; nearly all actives have a fitted effect of over 30% in size; many of its hits are not listed in these tables
Target sequence (P63096 whole entry, looked up): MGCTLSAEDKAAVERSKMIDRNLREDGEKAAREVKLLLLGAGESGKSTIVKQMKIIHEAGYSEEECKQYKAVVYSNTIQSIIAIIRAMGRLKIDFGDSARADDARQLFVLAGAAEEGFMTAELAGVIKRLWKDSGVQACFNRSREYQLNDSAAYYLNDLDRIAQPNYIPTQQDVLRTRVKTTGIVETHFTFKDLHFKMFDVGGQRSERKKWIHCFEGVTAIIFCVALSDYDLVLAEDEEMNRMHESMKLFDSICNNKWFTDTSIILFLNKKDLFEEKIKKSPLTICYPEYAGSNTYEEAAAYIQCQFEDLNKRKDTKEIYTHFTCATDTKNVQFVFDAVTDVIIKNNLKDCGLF
KDM4E inh: inhibitors of human JMJD2E histone demethylase | AID 2147 | Potency, µM (series often up to 57.1 µM), for inactives: at the top dose activity change, negative = inhibition, actives largely listed as inhibitors | JMJD2E catalytic domain, FDH-coupled NADH fluorescence (FDH is formaldehyde dehydrogenase) | hit rate 1.6% among 230,000 | B2RXH2; active = well fitted inhibition curve with a large enough effect, not every such curve was filed as active; inconclusive = small, poorly fitted or top-dose-only effect, or another doubt; inactive = no such curve, though single readings can be large or run the other way;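 note: 0% = wells with enzyme and -100% = buffer wells without enzyme; nearly all actives have a fitted effect of over 50% in size; many of its hits are not listed in these tables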
Target sequence (B2RXH2 1-337 limits assumed): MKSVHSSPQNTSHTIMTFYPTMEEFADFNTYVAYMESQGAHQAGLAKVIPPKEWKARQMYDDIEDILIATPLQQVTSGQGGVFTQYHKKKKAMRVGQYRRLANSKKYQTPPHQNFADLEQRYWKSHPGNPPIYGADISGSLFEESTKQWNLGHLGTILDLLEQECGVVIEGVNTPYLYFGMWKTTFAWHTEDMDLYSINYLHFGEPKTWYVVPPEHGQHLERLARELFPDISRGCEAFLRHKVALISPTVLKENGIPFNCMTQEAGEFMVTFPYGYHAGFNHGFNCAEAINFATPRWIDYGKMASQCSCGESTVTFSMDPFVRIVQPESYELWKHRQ
RECQ1 helicase: RECQ1 (human) helicase inhibition | Potency, µM (highest dose often 57.3 µM), for the others: top-dose activity, negative = inhibition, usual class: inhibitors | hit rate 0.54% among 240,000 | RECQ1 DNA unwinding, red fluorescence kinetic read | P46063 | AID 2549;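 note: plate controls were vehicle for no effect and no enzyme for full effect; nearly all actives have a fitted effect of over 30% in size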
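50 nM RECQ1T1 preincubated 15 min with compound in Tris pH 8.0 buffer with MgCl2, DTT, Tween-20 and 2.5 ug/ml poly(dI-dC); started with 200 nM TAMRA/BHQ-2 forked duplex and 2 mM ATP. Unwinding read as fluorescence (525/598 nm), two reads 2 h apart.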
SMN2 splice up: SMN2 splice variant enhancement; HEK293 SMN2-luciferase splicing reporter, luminescence, 30-36 h; Potency, µM (highest dose often 46.1 µM), for the others: at the top dose activity change, positive = activation, hits mostly activators; hit rate 2.8% among 210,000; AID 1458; note: % of control where 0% means no effect; nearly all actives have a fitted effect of over 55% in size
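HEK293 cells carry an SMN2 […]–luciferase reporter in which exon 7 inclusion puts luciferase in frame. Cells were plated 10-12 h before compound addition, then incubated 30-36 h at 37C. ONE-Glo luminescence was read; sodium butyrate at 4.5 mM final served as control.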
Starred values were filed as active, the others as inactive; i = inactive; ? = inconclusive; / = no result given; & = joins results of further samples; [ ] = remark or other dose. Unless noted, calls come from the whole dose curve; as a rule, active = well fitted curve in the direction sought with a large enough effect; inconclusive = small, poorly fitted or top-dose-only effect, or another doubt; inactive = no such curve, though single readings can be large; an effect the other way counts as inactive or inconclusive. Potency is the fitted concentration of half-maximal effect.

SMILES	Epigenetic derep	KinaseGlo FLuc	NPSR antag	IMPase Li inh	RGS12 GoLoco inh	KDM4E inh	RECQ1 helicase	SMN2 splice up
O=C(c1cc2cc([N+](=O)[O-])ccc2s1)N1CCCCC1	12%	-3%	2%	-5%	7%	6%	0%	0%
Cc1cc(Cl)cc(C)c1OCCCCN1CCOCC1	0.0%	-2%	2%[46.1 µM]	16%[38.3 µM]	3%	14%	-14%	-6%
O=C(CSc1ncc(-c2ccc(F)cc2)n1Cc1ccco1)Nc1nccs1	1.0%	-6%	-20%[46.1 µM]	16%[38.3 µM]	6%	0%	-5%	11%
CCN(CCCNC(=O)CNC(=O)Cn1cnc2ccccc2c1=O)c1cccc(C)c1	3.6%	-1%	-18%[46.1 µM]	9%[38.3 µM]	-17%	?	-3%	25%
CCN(CC)CCCNC(=O)c1cc(-c2ccc(Cl)c(Cl)c2)on1	-0.3%	0%	10%[46.1 µM]	10%[38.3 µM]	5%	3%	i	-11%
CC1(C)CC2CC(C)(CN2C(=O)COC(=O)c2ccc(Cl)c(N)c2)C1 (stereo unspecified)	-0.2%	-4%	-18%[46.1 µM]	9%[38.3 µM]	4%	?	i	-4%
CCC(=O)c1c[nH]c(C(=O)NCCCn2ccnc2)c1	1.2%	0%	-3%[46.1 µM]	8%	1%	4%	-9%	3%
Cc1cc(C)cc(N(C(C)C(=O)NC2CCCC2)S(C)(=O)=O)c1 (stereo unspecified)	3.0%	1%	-2%[46.1 µM]	-8%[38.3 µM]	7%	-14%	0%	9%
CN(C(=O)CSc1nnc(NC2CCCCC2)s1)C1CCS(=O)(=O)C1 (stereo unspecified)	0.0%	0%	3%[46.1 µM]	20%[38.3 µM]	3%	7%	-2%	23%
CC(C)NC(=O)NC(=O)COC(=O)Cc1ccsc1	-2.9%	-2%	6%[46.1 µM]	3%[38.3 µM]	-4%	-1%	-4%	-2%
CCOC(=O)C1CCN(C(=O)CSc2ccccc2)CC1	0.0%	-1%	-3%[46.1 µM]	17%[38.3 µM]	4%	-9%	1%	21%
CC1CCCC/C1=N\NC(=S)Nc1cccnc1 (stereo unspecified)	-0.1%	-2%	-1%	-7%	9%	?	i	11%
FC(F)(F)c1ccc(-c2n[nH]c(=S)o2)nc1	3.2%	/	?	/	5%	0%	-2%	/
COc1ccc(-c2cc3nc(-c4ccccc4)cc(N4CCC5(CC4)OCCO5)n3n2)cc1	-2.5%	-3%	-19%[46.1 µM]	-21%[38.3 µM]	6%	?	-6%	6%
COC(=O)c1sc(S(=O)(=O)NCC(=O)O)c(C(=O)OC)c1C	10%	1%	-49%	-14%	4%	-5%	6%	9%
Cc1cccc(C(=O)Nc2sc3c(c2C#N)CCCCC3)c1	0.0%	-8%	-16%[46.1 µM]	17%	11%	?	0%	2µM*
CCCCCOC(=O)C1=C(C)NC(=O)NC1c1ccccc1OCC (stereo unspecified)	-2.5%	-4%	-2%[46.1 µM]	19%[38.3 µM]	-4%	1%	-5%	-19%
CCN(CC)S(=O)(=O)c1cccc(C(=O)N[C@H](C(=O)NNC(=O)c2ccccc2)C(C)C)c1	0.7%	/	-27%	/	-6%	-2%	-1%	/
COc1ccc(CC(=S)N2CCOCC2)cc1OC	-2.3%	1%	-1%[46.1 µM]	-3%[38.3 µM]	5%	1%	-10%	3%
O=P(c1ccc2c(c1)OCCO2)(N1CCOCC1)N1CCOCC1	0.8%	15%	1%[46.1 µM]	11%[38.3 µM]	8%	0%	-7%	0%
Cc1ccccc1NC(=S)N(CCN(C)C)C(C)c1ccccn1 (stereo unspecified)	-1.0%	7%	0%[46.1 µM]	21%[38.3 µM]	8%	-15%	-7%	-1%
CCc1c(C(C)S(=O)(=O)c2ccccc2)[nH]c(=O)n1CC (stereo unspecified)	0.9%	1%	26%	9%	-12%	?	-7%	18%
Cc1ccc(-c2cn3cccc(C)c3n2)cc1	0.1%	?	-22%	1%	15%	-1%	-25%	/
Cc1cccc(N2C(=O)CC(N3CCN(Cc4ccc(Cl)cc4)CC3)C2=O)c1 (stereo unspecified)	-0.7%	-2%	3%[46.1 µM]	17%[38.3 µM]	2%	3%	-16%	1%
COC(=O)c1ccc(CNC(=O)COC(=O)c2ccc(N(C)C)cc2)cc1	2.3%	-6%	1%	-9%	6%	?	i	-2%

(continued)
SMILES	Epigenetic derep	KinaseGlo FLuc	NPSR antag	IMPase Li inh	RGS12 GoLoco inh	KDM4E inh	RECQ1 helicase	SMN2 splice up
Cc1ccc2oc(/N=C(\N)NC(=O)C(C)(C)C)nc2c1	-1.3%	/	-28%	/	13%	?	-4%	/
O=S(=O)(NC1CCN(Cc2ccccc2)CC1)c1cccc(S(=O)(=O)N2CCOCC2)c1	1.2%	4%	0%[46.1 µM]	13%	7%	-1%	2%	-10%
COCCNC(=O)c1cc2cc(Cl)cc(Cl)c2oc1=O	-1.0%	7%	23%	-2%	4%	-18%	i	8%
CC1=C(C)C(=O)C(CCCCC#CCCCC#CCO)=C(C)C1=O	2.4%&1.1%&0.0%	-2%&-3%	?	9%&15%&12%	8%&-7%&-10%	?	-3%&-12%&-19%	-34%&-32%[inhibitor]
Cc1cc(N2C(=O)C3CC=CCC3C2=O)no1 (stereo unspecified)	2.3%	-4%	1%[46.1 µM]	7%	15%	11%	-2%	6%
CC(C)N1CCC(N2CCN(C/C=C/c3ccc(F)cc3)CC2CCO)CC1 (stereo unspecified)	-0.2%	/	-11%	8%	4%	0%	i	/
Cc1cc2cc(CN(CCCO)S(=O)(=O)c3cccc4nsnc34)c(=O)[nH]c2cc1C	-4.0%	-1%	-5%[46.1 µM]	-2%[38.3 µM]	9%	-1%	i	-4%
O=C(NCc1cccnc1)c1cccc2c1C(=O)N(C1CCCCC1)C2	1.0%	1%	-23%[46.1 µM]	7%	-12%	0%	-6%	-5%
CN(CC(=O)NCc1ccccn1)S(=O)(=O)c1ccc(Cl)cc1	-2.0%	-9%	-3%[46.1 µM]	2%[38.3 µM]	-2%	0%	-1%	-11%
O=C1COc2ccc(C(=O)COC(=O)c3sc4ccccc4c3Cl)cc2N1	-1.1%	-1%	-29%	-16%	-21%	-3%	-11%	-8%
COC/C=C/C1=CC2=CC(=O)C(C)(OC(=O)c3cnc4ccccc4n3)C(=O)C2=CN1C1CCCCC1 (stereo unspecified)	/	-2%[7.66 µM]	/	8%	-2%[14.2 µM]	-22%[11.4 µM]	9%[11.5 µM]	-12%[9.22 µM]
COc1ccc(/C=N\NC(=O)c2cccc([N+](=O)[O-])c2)cc1Cn1cc([N+](=O)[O-])cn1	0.0%	-2%	17%	12%	3%	6%	-7%	/
C=CCn1c(SCC2=C(C(=O)OCC)C(C)NC(=O)N2)nnc1C1CCCCC1 (stereo unspecified)	0.0%	-5%	-13%[46.1 µM]	10%[38.3 µM]	7%	0%	10%	-17%
CCOC(=O)c1nnc2cc(-c3ccccc3)nn2c1C	0.9%	-6%	-6%[46.1 µM]	-2%[38.3 µM]	0%	-2%	-3%	-12%
COc1ccccc1N1CCN(S(=O)(=O)c2cc(C)sc2C)CC1	1.0%	-3%	-15%[46.1 µM]	5%[38.3 µM]	3%	-8%	-10%	-16%
CCOC(=O)N1CCN(S(=O)(=O)c2cc(Br)cc3c2N(C(C)=O)C(C)C3)CC1 (stereo unspecified)	0.0%	0%	-1%[46.1 µM]	7%	6%	10%	-4%	-20%
COc1ccccc1-n1c(SCC(=O)NC(C)(C)C)nc(O)cc1=O	-11%	3%	17%[46.1 µM]	4%[38.3 µM]	25%	-1%	-12%	8%
O=C(NCCNc1ccc(Cl)cc1[N+](=O)[O-])c1cccnc1	0.4%	0%	30%	5%	12%	9%	-16%	-10%
O=C(CN(Cc1ccco1)C(=O)CNS(=O)(=O)c1ccccc1)NCc1ccccc1	0.1%	1%	2%[46.1 µM]	12%[38.3 µM]	-3%	2%	-3%	-11%
COC(=O)C1=C(C(=O)OC)[C@@H]2N(C)c3ccccc3[C@@]23C[C@@H](C(=O)OC)N(C(=O)CC(C)C)C3=N1	-2.4%	1%[7.66 µM]	-3%	4%	3%[14.2 µM]	7%[11.4 µM]	-9%[11.5 µM]	-2%[9.22 µM]
N#Cc1nc(COc2ccc(Cl)cc2)oc1NCc1ccc2c(c1)OCO2	-5.1%	6%	?	17%[38.3 µM]	6%	4%	-6%	-26%
Cc1ccc(NC(=O)C2CCN(c3nc(C)cc(C)n3)CC2)cc1	1.1%	-1%	-4%	-1%	-2%	2%	22%	-14%
Cc1cc(C)c2c(n1)sc1c(=O)n(-c3ccccc3)c(=O)[nH]c12	-1.0%	-1%	-15%	-12%	5%	?	-4%	22%
CC1=C(C(N)=O)C(c2ccco2)C(C(N)=O)=C(C)N1	2.1%	-2%	?	-12%[38.3 µM]	-7%	?	-8%	17%
Cc1ccc(-n2c(C)c([N+](=O)[O-])c3ccc(O)cc32)cc1	-0.1%	/	7%	/	-13%	8%	0%	/

(cont.)
SMILES	Epigenetic derep	KinaseGlo FLuc	NPSR antag	IMPase Li inh	RGS12 GoLoco inh	KDM4E inh	RECQ1 helicase	SMN2 splice up
O=C(NC1CCN(C(=O)C2CCCCC2)CC1)c1ccccc1	-0.4%	/	-7%	/	-6%	5%	11%	/
Oc1ccccc1N=Cc1c(O)ccc2oc3c(c12)CCCC3	0.0%	/	1%[7.67 µM]	/	-2%	?	-7%	/
CC(C)CN(C(=O)COC(=O)Cn1cnc2ccccc2c1=O)C1CCS(=O)(=O)C1 (stereo unspecified)	-0.7%	0%	-5%[46.1 µM]	-4%[38.3 µM]	0%	?	-8%	7%
Clc1ccc(Cl)c(-c2ccc(/C=N/c3ncn[nH]3)o2)c1	0.0%	-4%	-9%[46.1 µM]	?	-11%	-8%	i	-10%
CCc1ccc(OCCCC(=O)Nc2ccc(N3CCOCC3)cc2)cc1	1.1%	-1%	-7%	-2%	19%	-5%	-9%	/
Cc1ccc(CCC2C3=C(CCCC3=O)OC3=C2C(=O)CCC3)cc1	-1.0%	-1%	-9%[46.1 µM]	32%[38.3 µM]	4%	11%	-16%	-9%
CC(=O)NC(Cc1c[nH]c2ccccc12)C(=O)OCC(=O)Nc1cc(C)on1 (stereo unspecified)	0.6%	5%	-4%[46.1 µM]	27%[38.3 µM]	3%	4%	-11%	-12%

This is a subset; rates above refer to the full screens.
